PHOSPHO1 block: inhibitors of human PHOSPHO1 phosphatase; Q8TCT1; 290,000 compounds, 1.1% hits; recombinant PHOSPHO1, absorbance phosphatase assay; AID 1565; inhibition, % at 13.3 µM; in the data active means inhibition above about 60%
MEKK3 PB1 HTS: modulators (inhibitors or enhancers) of MEK5 binding to human MEKK3 PB1 domain. 290,000 compounds, 1.4% hits. binding response (% of control), % at 10 µM. bead-based flow cytometry, Alexa488-MEK5 binding to MEKK3; actives lie on both sides; 0 = blocked by unlabeled MEK5, 100 = vehicle. Q99759;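 active means binding response more than 3 SD above or below the average of its plate-row segment, actives on both sides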;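 further: Alexa488 bead fluorescence after subtracting the streptavidin-only scavenger bead signal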
Target sequence (Q99759 whole entry, looked up, the tested form may be a part): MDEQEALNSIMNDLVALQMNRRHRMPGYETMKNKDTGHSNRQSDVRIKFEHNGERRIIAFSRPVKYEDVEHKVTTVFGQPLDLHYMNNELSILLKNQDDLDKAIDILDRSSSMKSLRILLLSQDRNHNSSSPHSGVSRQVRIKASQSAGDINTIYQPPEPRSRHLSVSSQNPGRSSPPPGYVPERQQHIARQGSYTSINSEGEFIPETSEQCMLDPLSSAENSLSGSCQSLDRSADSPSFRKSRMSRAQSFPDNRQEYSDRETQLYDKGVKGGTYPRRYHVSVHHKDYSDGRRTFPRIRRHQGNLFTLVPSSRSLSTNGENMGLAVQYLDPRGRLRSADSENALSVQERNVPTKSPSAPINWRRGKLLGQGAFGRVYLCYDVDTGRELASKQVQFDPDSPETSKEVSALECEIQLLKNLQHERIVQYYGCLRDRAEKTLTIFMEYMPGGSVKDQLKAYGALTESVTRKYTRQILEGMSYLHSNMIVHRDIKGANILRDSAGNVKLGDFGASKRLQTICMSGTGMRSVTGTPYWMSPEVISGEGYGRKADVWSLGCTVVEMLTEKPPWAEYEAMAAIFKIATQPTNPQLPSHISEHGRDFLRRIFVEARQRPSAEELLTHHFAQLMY
GalR3 antagonist: human GalR3 antagonism | O60755 | HEK293 GalR3-CNG cAMP membrane potential fluorescence; galR3 body fused to GalR1 C-terminus | inhibition, % at 3 µM | 360,000 compounds, 0.44% hits | AID 651719;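 active means inhibition above the screen-wide average plus 3 SD, cut at about 13% in these data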;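 further: forskolin and galanin both at EC90 stimulate the cells; cAMP rise reported by CNG channel membrane potential dye signal; 0% = forskolin plus galanin with DMSO and 100% = forskolin alone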
Target sequence (O60755 1-299 limits assumed): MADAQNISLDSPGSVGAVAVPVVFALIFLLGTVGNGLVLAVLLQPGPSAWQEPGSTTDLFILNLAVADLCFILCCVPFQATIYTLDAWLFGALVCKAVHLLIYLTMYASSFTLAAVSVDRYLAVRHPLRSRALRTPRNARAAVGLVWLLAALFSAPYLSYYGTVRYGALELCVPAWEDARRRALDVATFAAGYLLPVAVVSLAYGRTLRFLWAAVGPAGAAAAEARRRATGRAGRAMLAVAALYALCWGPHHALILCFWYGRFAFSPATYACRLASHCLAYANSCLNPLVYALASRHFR
IDE cell inh: inhibits human insulin-degrading enzyme in HEK cells | AID 434962 | FAbetaB cleavage, fluorescence polarization | inhibition, % at 5.59 µM | 320,000 compounds, 0.41% hits;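 active means percent inhibition above the average of all tested compounds plus 3 SD, set per screening campaign, cut at about 16% in these data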;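 further: IDE supplied by intact live HEK cells; FP after avidin binding of uncleaved biotin substrate so inhibition keeps polarization high; 0% = DMSO wells and 100% = 60 µM reference IDE inhibitor Ii1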
p-CIP stab down: p/CIP protein destabilization | F442A p/CIP-EGFP cells, EGFP fluorescence, 16 h | 290,000 compounds, 0.01% hits | AID 1984 | decrease of EGFP signal, % at 10 µM | Q05BA5;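 active means EGFP signal decrease of at least 30% at 10 µM or well 3 SD below plate mean, unless failing retest; inactive means the rest, including hits failing retest or dose response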; further: some compounds called inactive have numbers as strong as hits; many of its hits are not listed in these tables
IDE cell activ: IDE (human) activation, cell-based. P14735. HEK cells, FAbeta-B cleavage, fluorescence polarization; 0% vehicle, 100% cell-free pure enzyme wells. activation, % at 5.96 µM. 340,000 compounds, 0.073% hits. AID 493087;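 active means activation above the mean of all tested compounds plus 3 SD, set per screening campaign, cut at about 17% in these data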
M4 PAM: potentiates acetylcholine response at human M4 receptor; P08173; CHO-K1 hM4/Gqi5, Fluo-8 calcium fluorescence, ACh EC20; 0% = ACh EC20, 100% = maximal ACh; activation, % at 3 µM; 360,000 compounds, 0.4% hits;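 active means activation above its plate's cutoff, the mean activation of sample wells plus 3 SD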; further: some results filed as inactive read as strong as hits
CRFR2-BP antag: CRF-BP/CRF-R2 complex antagonism | 350,000 compounds, 0.59% hits | inhibition, % at 11.8 µM | AID 588475 | HEK293 CRF-R2/CRF-BP, CRF-induced calcium fluorescence;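 active means inhibition of the ligand-induced calcium signal above about 50% at the single tested concentration, limit read from the data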
CRFR2-BP ag: agonists of human CRF-binding protein/CRF-R2 receptor complex; HEK293 CRF-R2/CRF-BP, calcium dye fluorescence (FLIPR); percent of saturating CRF peptide response; activation, % at 13.2 µM; 350,000 compounds, 0.46% hits; AID 588473;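 active means activation of at least 50%, plus an integration ratio under a set limit after plate pattern correction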;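 further: plate controls were neutral control wells without compound for no effect and CRF at EC100 for full effect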
The depositor's hits bear a star; nt = no result given; & = joins results of further samples; [ ] = dose if it differs, or a comment. Outcome played no part in choosing rows; about 4.2% have a hit in one of these screens.

mol	PHOSPHO1 block	MEKK3 PB1 HTS	GalR3 antagonist	IDE cell inh	p-CIP stab down	IDE cell activ	M4 PAM	CRFR2-BP antag	CRFR2-BP ag
COc1ccc(-c2csc(NC(=O)COC(=O)c3ccco3)n2)cc1	8	138*	-2	4	3	-8	-1	14	-1.2
Cc1c(NC(=O)CSCc2ccco2)c(=O)n(-c2ccccc2)n1C	18	101	5	1	-9	-4	1	6	4.7
CCOc1nnc(C)c2c(C)n(-c3cccc(OC)c3)nc12	32	102	3	7	-15	1	5	-5	-1.4
C/C(O)=C(\C#N)c1nc2ccccc2[nH]1	-9	102	-1	3	-3	1	3	-3	-5.2
CC(=O)N1CCN(S(=O)(=O)c2cccc(C(=O)OCC(=O)N3CC(=O)Nc4ccccc43)c2)CC1	20	102	-6	8	-1	6	1	-10	0.0
COc1ccccc1CNS(=O)(=O)c1ccc(-n2cnnn2)c(OC)c1	9	102	-9	3	11	4	0	5	-0.4
COc1ccccc1N1CC(C(=O)OCC(=O)Nc2c(C)cccc2C)CC1=O (stereo unspecified)	27	98	-6	-2	-8	1	2	-20	-1.1
CCOC(=O)C1(CC2CCCCO2)CCN(C(=O)Nc2ccccc2CC)CC1 (stereo unspecified)	48	97	1	-5	-2	5	-3	-3	-1.0
COC(=O)c1sccc1NC(=O)c1ccc(C(C)C)cc1	27	105	-10	1	-4	-4	-5	-14	0.6
C#CCOCCOCCOCCNc1nc(N2CCN(C(=O)[C@H](CCCN=C(N)N)n3cc(C(N)[C@H](C)CC)nn3)CC2)nc(N2CCN(C(=O)[C@H](CCCN=C(N)N)n3cc(C(N)[C@@H](C)CC)nn3)CC2)n1 (stereo partly specified)	nt	nt	nt	-4	nt	3	0	2	-1.2
CN(C)C(=O)c1cn(CCC#N)nc1-c1ccc2ccccc2c1	nt	81	-9	-1	7	-4	-1	4	-0.6
Cc1ccc2c(cnn2C(=O)CCC(=O)NC2CCCC2)c1	20	96	nt	1	8	5	0	6	-8.6

Part of the list above in order of SMILES length, low to high.
mol	PHOSPHO1 block	MEKK3 PB1 HTS	GalR3 antagonist	IDE cell inh	p-CIP stab down	IDE cell activ	M4 PAM	CRFR2-BP antag	CRFR2-BP ag
C/C(O)=C(\C#N)c1nc2ccccc2[nH]1	-9	102	-1	3	-3	1	3	-3	-5.2
Cc1c(NC(=O)CSCc2ccco2)c(=O)n(-c2ccccc2)n1C	18	101	5	1	-9	-4	1	6	4.7
CCOC(=O)C1(CC2CCCCO2)CCN(C(=O)Nc2ccccc2CC)CC1 (stereo unspecified)	48	97	1	-5	-2	5	-3	-3	-1.0

The results go on.
mol	PHOSPHO1 block	MEKK3 PB1 HTS	GalR3 antagonist	IDE cell inh	p-CIP stab down	IDE cell activ	M4 PAM	CRFR2-BP antag	CRFR2-BP ag
O=C(NCc1cccc(Cl)c1)c1cccc(C(F)(F)F)c1	21	101	-6	2	-7	-2	-6	13	1.3
O=[N+]([O-])c1cc2c(cc1Br)CCN2	20	103	-4	-2	-4	0	1	-1	-0.9
O=C(Nc1ccc2[nH]ccc2c1)c1cccs1	20	95	-10	-3	-6	4	3	-5	2.0
NC(=O)COc1ccc(C2c3c(oc4ccccc4c3=O)C(=O)N2CC2CCCO2)cc1 (stereo unspecified)	40	103	-7	-1	-4	8	6	1	-1.0
O=C(N/N=C(\c1ccccc1)c1cccnc1)c1ccc(O)cc1	46	98	4	2	-5	3	10	2	-1.4
Cc1ccc(NC(=O)COC(=O)Cn2nc(C)c([N+](=O)[O-])c2C)c([N+](=O)[O-])c1	0	102	-1	0	-18	1	-4	1	-0.5
O=C(Nc1ccc(S(=O)(=O)N2CCOCC2)cc1)c1ccc(Br)o1	0	97	-4	4	6	1	13	-7	-1.1
CC(=O)C1=C(O)C(=O)N(CCCO)C1c1ccccc1 (stereo unspecified)	28	100	1	2	-29	6	-9	20	-0.2
COc1ccc(/C=N/Nc2ncnc3c2[nH]c2ccc(C)cc23)c(OC)c1OC	56	105	0	39*	-6	nt	1	4	-1.0
NC(=O)COc1ccc(NC(=O)c2ccccc2-c2ccccc2)cc1	-17	101	3	11	-6	7	2	30	-3.3
CCN1C(=O)c2cccc3cccc1c23	19	106	-6	-1	-6	-8	9	5	-3.7
Nc1nc(SCc2nnc(SCC(=O)O)n2-c2ccccc2)nc2sc3c(c12)CCCC3	10	94	-3	2	-6	2	12	24	-0.8

An excerpt from above with just MEKK3 PB1 HTS:
SMILES	MEKK3 PB1 HTS
Nc1nc(SCc2nnc(SCC(=O)O)n2-c2ccccc2)nc2sc3c(c12)CCCC3	94
O=C(Nc1ccc(S(=O)(=O)N2CCOCC2)cc1)c1ccc(Br)o1	97

One compound at a time (already shown):
Listed for `Nc1nc(SCc2nnc(SCC(=O)O)n2-c2ccccc2)nc2sc3c(c12)CCCC3` : PHOSPHO1 block = 10; MEKK3 PB1 HTS = 94; GalR3 antagonist = -3; IDE cell inh = 2; p-CIP stab down = -6; IDE cell activ = 2; M4 PAM = 12; CRFR2-BP antag = 24; CRFR2-BP ag = -0.8
Listed for `CCN1C(=O)c2cccc3cccc1c23` : PHOSPHO1 block = 19; MEKK3 PB1 HTS = 106; GalR3 antagonist = -6; IDE cell inh = -1; p-CIP stab down = -6; IDE cell activ = -8; M4 PAM = 9; CRFR2-BP antag = 5; CRFR2-BP ag = -3.7

(cont.)
mol	PHOSPHO1 block	MEKK3 PB1 HTS	GalR3 antagonist	IDE cell inh	p-CIP stab down	IDE cell activ	M4 PAM	CRFR2-BP antag	CRFR2-BP ag
CCCSc1nnc(C(C)C)n1N	0	105	-4	3	4	2	9	7	0.1
CC(=O)c1cccc(NS(=O)(=O)c2ccc(-c3cnc(C4CC4)o3)cc2)c1	32	104	4	-1	-15	1	-7	-1	0.0
COc1ccc(-c2nc3c4ccccc4ccn3c2CN2CCCCC2)cc1OC	36	99	-9	4	-14	2	0	-3	0.2
O=[N+]([O-])c1ccc(/C=[N+](\[O-])CCO)o1	30	80	-9	6	-1	0	-1	-2	2.2
CC(C)CNC(=O)CCCSc1nc2ccccc2[nH]1	-10	104	-3	4	4	-1	2	10	0.6
CC1C(=O)Nc2ccc(S(=O)(=O)Nc3ccccc3Br)cc2NC1=O (stereo unspecified)	-151	100	nt	0	0	3	-1	-2	-0.7
CCCCC(CC)C(=O)Nc1cc(C(=O)NCCC)ccc1N1CCC2(CC1)CC(c1ccccc1)=NO2 (stereo unspecified)	-2	100	-4	-2	3	2	6	-1	-0.1
COc1ccc(C2=NOC(C(=O)Nc3cc(C)on3)C2)cc1OC (stereo unspecified)	3	78	8	1	6	6	1	-3	3.9
O=C(COC(=O)c1cccc(C(=O)OCC(=O)NC2CC2)n1)NC1CC1	28	103	-5	1	2	3	4	18	1.1
Cc1ccc(NC2CCCN(C(=O)c3ccccc3N3CCOCC3)C2)cc1C (stereo unspecified)	34	96	-9	-2	4	7	-2	2	-1.3
CCCCOc1ccc(-c2ncc(N)cn2)cc1	37	94	-4	-3	-6	0	-4	-21	-0.2
COc1cc(NC(=O)CSc2ncnc3scc(-c4ccccc4)c23)c(C(=O)O)cc1OC	46	93	-5	-2	-3	0	-1	-5	0.4
CSC[C@H]1CN(c2ccccc2)C(=O)[C@@H]1CC(=O)Nc1ccccc1	nt	nt	-2	nt	nt	nt	4	-16	0.2
COc1ccccc1NC(=O)C1CCN(S(=O)(=O)c2cccs2)CC1	nt	nt	-4	-1	nt	5	6	-6	-0.9
COc1cc(OC)c(NC(=O)CC(C)=O)cc1Cl	-7	87	-5	9	-12	0	5	6	0.3
Cc1ccc2cc(CN(Cc3ccc4c(c3)OCO4)Cc3nnnn3Cc3ccco3)c(=O)[nH]c2c1C	3	96	2	2	-3	0	23*	-10	3.4
O=C1Nc2cc(C(=O)NCCN3CCCCCC3)ccc2S/C1=C\c1ccccc1	17	110	-1	-3	-2	5	-10	-6	0.6
COc1cccc(C(=O)Nc2nc3ccc(S(C)(=O)=O)cc3s2)c1	18	103	2	3	-1	-1	-5	-1	-1.2
N#Cc1cnn2c(=O)[nH]cnc12	nt	nt	-5	nt	nt	nt	1	5	6.1
O=C(Nc1nnc(S(=O)(=O)N2CCOCC2)s1)c1ccccc1Br	7	104	nt	3	-9	0	4	10	-1.3
COc1ccc(NC(=O)CSc2nnc(Cn3c(=O)sc4ccccc43)n2C)cc1	-10	97	0	-3	-12	3	-1	-3	0.1
C=CCNC(=S)/N=c1/ccccn1CCC	-3	75*[inhibitor]	-6	0	-273	-3	2	-5	0.4
N#Cc1c(Cl)nsc1NCCN1CCOCC1	nt	100	-14	4	-4	3	-2	-4	-1.1
Brc1ccc(-c2ccc(/C=N/Nc3nc(N4CCOCC4)nc(N4CCOCC4)n3)o2)cc1	20	111	-4	3	21	-2	-8	6	3.9
Cc1cccc(NS(=O)(=O)c2ccc3c(c2)CCN3C(=O)CCC(=O)O)c1	20	106	-13	-4	-8	1	2	-4	0.6
COCCCNC(CC(=O)Nc1cc(C)cc(C)c1)C(=O)O (stereo unspecified)	nt	nt	-4	1	nt	6	7	-12	2.1
COc1ccccc1N/C(N)=N/c1nc(C(F)(F)F)cc(=O)[nH]1	15	104	-4	18*	-5	-9	1	-36	0.9
O=C(O)c1cc(NC(=O)C2CCCO2)cc(NC(=O)C2CCCO2)c1 (stereo unspecified)	-6	104	-1	0	-4	5	5	-17	-0.7
COC(=O)c1ccccc1S(=O)(=O)NNC(=O)c1ccccc1-n1cccc1	24	94	2	-3	-9	1	0	-3	-0.6
Cc1ccccc1C(=O)NC(=S)NCCC1=CCCCC1	-2	102	-3	5	-9	nt	5	-44	2.2
O=C(O)C1=CCCN(CCON=C(c2ccccc2)c2ccccc2)C1	nt	nt	-3	2	nt	2	1	5	-1.3
O=C(Nc1cnn(Cc2ccc(F)cc2)c1)c1cc2nc(-c3ccco3)cc(C(F)(F)F)n2n1	-6	112	1	6	-2	5	1	13	-0.4
COc1cccc(NS(=O)(=O)c2ccc3[nH]cc(C(=O)NCCCOC(C)C)c(=O)c3c2)c1	14	108&108	-1	2	4	-2	0	-14	-2.1

Screening results from PubChem.
